mut p53 react = mutant p53 pathway reactivation; activation, % at 9.98 µM; SW480 PUMA-promoter luciferase; actives 1.5% (n = 28,000); in the data active = activation above about 52%
STK33 inh = inhibitors of human STK33 kinase | inhibition, % at 12.5 µM | actives 0.44% (n = 27,000) | ADP-Glo luminescence, MBP substrate; in the data active = inhibition above about 20%
Target sequence (Q9BYT3 whole entry, looked up): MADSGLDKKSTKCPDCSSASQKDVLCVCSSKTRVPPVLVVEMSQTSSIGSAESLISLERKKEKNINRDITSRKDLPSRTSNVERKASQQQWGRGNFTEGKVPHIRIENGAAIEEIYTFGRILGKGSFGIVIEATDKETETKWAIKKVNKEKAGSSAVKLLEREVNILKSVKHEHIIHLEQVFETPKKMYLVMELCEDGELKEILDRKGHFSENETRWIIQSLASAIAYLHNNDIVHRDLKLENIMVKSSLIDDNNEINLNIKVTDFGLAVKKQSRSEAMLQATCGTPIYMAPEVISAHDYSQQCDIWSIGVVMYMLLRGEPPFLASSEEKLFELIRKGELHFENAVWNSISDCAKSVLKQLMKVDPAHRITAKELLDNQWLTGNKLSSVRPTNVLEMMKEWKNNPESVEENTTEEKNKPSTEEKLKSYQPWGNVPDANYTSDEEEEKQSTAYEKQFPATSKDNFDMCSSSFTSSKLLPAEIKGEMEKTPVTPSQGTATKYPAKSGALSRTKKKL
Active calls of the source: *; nt = no result given; & = joins results of further samples.

structure	mut p53 react	STK33 inh
C[C@H](CO)N1C[C@H](C)[C@H](CN(C)Cc2ccncc2)Oc2cc(C#CCN(C)C)ccc2S1(=O)=O	-4	nt
CCCCC1(COC(=O)CCC(=O)O)C(=O)N(c2ccccc2)N(c2ccccc2)C1=O	7	2
Cc1noc(C)c1NC(=O)N(C)C[C@H]1Oc2ccc(NS(=O)(=O)c3ccc(Cl)cc3)cc2CC(=O)N([C@H](C)CO)C[C@H]1C	nt	-3
Cn1nnc(NC(=O)COc2ccc(C3CCCCC3)cc2)n1	-3	0
Cc1ccc(NC(=O)CSc2nnc(C)s2)c(C)c1	-6	-8
C[C@H]1CN([C@@H](C)CO)C(=O)c2cc(C3=CCCC3)cnc2O[C@@H]1CN(C)Cc1cccnc1	-13	nt
O=C(CN1C(=O)COc2ccc(Cl)cc21)Nc1ccc2c(c1)OCCO2	-3	1
CCCN(C)C[C@@H]1Oc2cc(C#CCC3CCCC3)ccc2S(=O)(=O)N([C@@H](C)CO)C[C@@H]1C	-3	nt
C=CC[C@]1(C(=O)N2CCCCC2)N=C(c2ccc(OCCCO)cc2)O[C@H]1c1ccccc1	nt	-7
CS(=O)(=O)N(CC(N)=O)c1ccc(F)c(Cl)c1	-8	-4
C[C@@H]1CN([C@H](C)CO)C(=O)Cc2cc(NC(=O)Nc3cccc4ccccc34)ccc2O[C@@H]1CN(C)S(=O)(=O)c1cn(C)cn1	0	-1
CC(C)(C)c1ccc(OCC(=O)Nc2ccccc2C(N)=O)c(Br)c1	85*	-1
C=CC1(C)C=C2CCC3C(C)(C)C(O[C@@H]4O[C@@H](CO)[C@H](O)[C@H]4O)CCC3(C)C2CC1O[C@@H]1O[C@H](C)[C@@H](OC)[C@H](O)[C@H]1O (some centres undefined)	nt	-1
C[C@H](CO)N1C[C@H](C)[C@H](CN(C)Cc2ccncc2)Oc2ccc(NS(=O)(=O)c3ccc(Cl)cc3)cc2C1=O	nt	-1
O=C1c2c(O)cc(O)c([C@@H]3C(=O)c4c(O)cc(O)cc4O[C@H]3c3ccc(O)cc3)c2O[C@@H](c2ccc(O)cc2)[C@@H]1O	14	nt
Cc1ccc(S(=O)(=O)Nc2ccc3c(c2)CC(=O)N([C@H](C)CO)C[C@@H](C)[C@H](CN(C)S(=O)(=O)c2c(C)noc2C)O3)cc1	nt	0
Cc1cccc(CN2CCN(C(c3ccccc3)c3ccc(Cl)cc3)CC2)c1 (centres undefined)	nt	-4
C[C@@H]1CN([C@H](C)CO)C(=O)c2cc(NC(=O)CCC(F)(F)F)ccc2O[C@@H](C)CCCCO[C@H]1CN(C)Cc1ccccc1	4	nt
COC(=O)c1ccccc1NC(=O)CSc1n[nH]c(-c2ccccc2)n1	-1	2
O=C(CSc1nnc(-c2ccco2)n1-c1ccccc1)Nc1ccnc2ccccc12	-22	8
COc1ccc(NC(=O)O[C@@H](c2ccc(OCCO)cc2)[C@H](C)CCO)cc1	nt	-3
Cn1ccnc1CN1CCN(Cc2nccn2C)CC1	1	-3
CC(=O)N(C)c1ccc(NC(=O)COc2ccc([N+](=O)[O-])cc2)cc1	4	1
Cc1ccc2ccc(C(Nc3ccccn3)c3ccc(Cl)c(Cl)c3)c(O)c2n1 (centres undefined)	-28	-1
CC(C)CC#Cc1cnc2c(c1)C(=O)N([C@H](C)CO)C[C@@H](C)[C@@H](CN(C)Cc1cncnc1)O2	8	nt
CC(C)COC(=O)N(C)C[C@H]1OCc2cn(nn2)CCCC(=O)N([C@H](C)CO)C[C@H]1C	nt	0
CNC[C@@H]1OCCCC[C@@H](C)Oc2ccc(NS(=O)(=O)c3ccc(F)cc3)cc2C(=O)N([C@H](C)CO)C[C@H]1C	4	nt
Cc1ccc(-n2c(SCC(=O)Nc3ccccc3-c3ccccc3)nc3ccccc3c2=O)cc1	-7	3
C[C@@H]1CN([C@@H](C)CO)C(=O)c2cccc(NC(=O)NC3CCCCC3)c2O[C@@H]1CN(C)C(=O)NC1CCCCC1	-12	nt
Cc1noc(C)c1NC(=O)N(C)C[C@H]1Oc2ccc(NS(=O)(=O)c3cccs3)cc2CC(=O)N([C@H](C)CO)C[C@H]1C	nt	0
COc1ccc(-c2nnc(SCC(=O)Nc3ccc(C)cc3C)n2-c2ccccc2)cc1OC	1	-1
C[C@H](CO)N1C[C@H](C)[C@@H](CN(C)C(=O)CCCN(C)C)OCCCC[C@H](C)Oc2ccc(N(C)C)cc2C1=O	4	nt
C[C@@H]1CN([C@H](C)CO)C(=O)c2cc(NC(=O)Cc3cn(C)c4ccccc34)ccc2O[C@@H]1CN(C)Cc1ccncc1	7	nt
Cc1[nH]c2ccccc2c1C(=O)CSc1nc2ccccc2o1	31	1
Cc1cccc(CN(C)C[C@H]2OCc3cn(nn3)CCCC(=O)N([C@H](C)CO)C[C@H]2C)c1	nt	4
O=C(COc1ccc([N+](=O)[O-])cc1)Nc1cccc(NC(=O)c2ccccc2Cl)c1	6	-1
COc1ccc(CN2C(=O)C(O)(CC(=O)c3cccs3)c3ccccc32)cc1OC (centres undefined)	-12	-2
C[C@@H]1CCCCO[C@@H](CN(C)C(=O)Cc2ccccc2)[C@@H](C)CN([C@H](C)CO)C(=O)c2cc(NC(=O)CCC(F)(F)F)ccc2O1	nt	-2
C[C@H]1CN([C@@H](C)CO)C(=O)Cc2cc(NC(=O)CCC(F)(F)F)ccc2O[C@H]1CN(C)C(=O)NC1CCCCC1	nt	-10
Cc1ccccc1-c1nnc(SCC(=O)Nc2ccc(S(N)(=O)=O)cc2)n1C	-5	1

Some of the entries above in a different format:
Cc1cccc(CN(C)C[C@H]2OCc3cn(nn3)CCCC(=O)N([C@H](C)CO)C[C@H]2C)c1
- mut p53 react: nt
- STK33 inh: 4

O=C(COc1ccc([N+](=O)[O-])cc1)Nc1cccc(NC(=O)c2ccccc2Cl)c1
- mut p53 react: 6
- STK33 inh: -1

COc1ccc(CN2C(=O)C(O)(CC(=O)c3cccs3)c3ccccc32)cc1OC (centres undefined)
- mut p53 react: -12
- STK33 inh: -2

C[C@@H]1CCCCO[C@@H](CN(C)C(=O)Cc2ccccc2)[C@@H](C)CN([C@H](C)CO)C(=O)c2cc(NC(=O)CCC(F)(F)F)ccc2O1
- mut p53 react: nt
- STK33 inh: -2

(list continues)
structure	mut p53 react	STK33 inh
C[C@@H]1CCCCO[C@H](CN(C)C(=O)NC2CCCCC2)[C@@H](C)CN([C@H](C)CO)C(=O)c2cc(NC(=O)c3ccccc3)ccc2O1	nt	-4
CC(Sc1nnc(-c2ccc(Br)cc2)n1-c1ccccc1)C(=O)O (centres undefined)	11	2
C[C@H](CO)N1C[C@H](C)[C@@H](CN(C)C(=O)NC2CCCCC2)Oc2c(NC(=O)c3ccc(-c4nccs4)cc3)cccc2C1=O	-2	nt
COc1ccccc1Nc1nc(N)nc(CSc2nnc(C)s2)n1	-2	0
C[C@H]1CN([C@@H](C)CO)C(=O)c2cc(NC(=O)CCC(F)(F)F)ccc2O[C@@H]1CN(C)C(=O)Nc1ccc(C(F)(F)F)cc1	-2	1
CNC[C@@H]1Oc2c(NC(=O)c3nc4ccccc4s3)cccc2C(=O)N([C@@H](C)CO)C[C@@H]1C	4	nt
C[C@@H]1CN([C@@H](C)CO)C(=O)Cc2cc(NC(=O)C3CCCCC3)ccc2O[C@@H]1CN(C)Cc1ccc2c(c1)OCO2	nt	-2
C[C@H](CO)N1C[C@H](C)[C@H](CN(C)C)Oc2ccc(NC(=O)CCN3CCOCC3)cc2C1=O	3	-1
C[C@H]1CN([C@@H](C)CO)C(=O)CCCn2cc(nn2)CO[C@H]1CN(C)Cc1ccc2c(c1)OCCN2C	-6	-5
Cc1noc(C)c1S(=O)(=O)Nc1cccc2c1O[C@@H](CN(C)Cc1ccc(C(F)(F)F)cc1)[C@@H](C)CN([C@H](C)CO)C2=O	-2	nt
COc1ccc(NC(=O)N(C)C[C@@H]2Oc3ccc(NS(=O)(=O)c4cn(C)cn4)cc3CC(=O)N([C@H](C)CO)C[C@@H]2C)cc1	nt	-1
CCCNC(=O)C[C@H]1C[C@H]2c3cc(NS(=O)(=O)c4cccc(OC)c4)ccc3O[C@H]2[C@H](CO)O1	8	nt
CCOC(=O)c1c(C)oc2ccc(N(C(=O)c3ccncc3)S(=O)(=O)c3ccc(F)cc3C)cc12	-3	-2
Cc1ccc(S(=O)(=O)Nc2ccc3c(c2)CC(=O)N([C@H](C)CO)C[C@@H](C)[C@@H](CN(C)Cc2ccc(-c4ccccc4)cc2)O3)cc1	nt	5
COc1ccc(/C=C/C(=O)CC(=O)/C=C/c2cccc(O)c2OC)cc1O	-11	123*
CC(=O)N(C)C[C@H]1Oc2cc(-c3ccc(C)cc3)ccc2S(=O)(=O)N([C@H](C)CO)C[C@@H]1C	-2	nt
C[C@@H]1CN([C@H](C)CO)S(=O)(=O)c2ccc(C#CC3CC3)cc2O[C@H]1CN(C)C(=O)Cc1ccncc1	-1	nt
C[C@@H]1CCCCO[C@@H](CN(C)C)[C@H](C)CN([C@H](C)CO)C(=O)c2cc(NC(=O)Nc3ccc4c(c3)OCO4)ccc2O1	15	nt
O=c1cc(-c2ccccc2)oc2cc(O)c(O)c(O)c12	-25	nt
Cc1oc(S(=O)(=O)N2CCOCC2)cc1-c1nc(-c2ccc(C(C)(C)C)cc2)no1	-9	nt
Nc1nc(N)c2nc(-c3ccccc3)c(N)nc2n1	nt	1
COc1ccc(OC)c(-n2c(=S)[nH]c3cc(C(=O)NCc4ccc(F)cc4)ccc3c2=O)c1	nt	-1
C[C@@H]1CN([C@@H](C)CO)S(=O)(=O)c2ccc(-c3cccc(C#N)c3)cc2O[C@@H]1CN(C)C(=O)C1CC1	-5	nt
COc1ccc(NC(=O)N(C)C[C@H]2Oc3c(cccc3N(C)C)C(=O)N([C@H](C)CO)C[C@@H]2C)cc1	3	nt
C[C@H]1CN([C@@H](C)CO)C(=O)CCCn2nncc2CO[C@H]1CN(C)S(=O)(=O)c1cccs1	nt	-3
C[C@H]1CCCCO[C@H](CN(C)C(=O)c2ccccc2)[C@@H](C)CN([C@@H](C)CO)C(=O)c2cc(NS(C)(=O)=O)ccc2O1	-3	nt
C[C@@H]1CN([C@@H](C)CO)C(=O)c2cccc(N(C)C)c2O[C@@H]1CN(C)CC1CC1	0	nt
Cc1noc(C)c1NC(=O)Nc1ccc2c(c1)C(=O)N([C@H](C)CO)C[C@H](C)[C@H](CN(C)C(=O)NC1CCCCC1)O2	10	nt
C[C@H](CO)N1C[C@H](C)[C@@H](CN(C)C(=O)Nc2cccc(C(F)(F)F)c2)OCc2cnnn2CCCC1=O	nt	-5
O=C1C(=O)N(Cc2ccco2)C(c2cccc(Cl)c2)C1C(=O)c1ccco1 (centres undefined)	-12	-1
COc1ccc(-c2nnc(SCC(=O)c3ccc(-c4ccccc4)cc3)o2)cc1OC	-6	-10
COCC(=O)Nc1ccc2c(c1)[C@@H]1C[C@@H](CC(=O)NCc3cccc(F)c3)O[C@@H](CO)[C@@H]1O2	0	nt
COc1ccc(NC(=O)c2ccccc2NC(=O)COc2cccc([N+](=O)[O-])c2)cc1	7	6
CC(C)NC(=O)N(C)C[C@H]1Oc2ccc(NS(=O)(=O)c3ccc(Cl)cc3)cc2C(=O)N([C@@H](C)CO)C[C@H]1C	12	-3
CCC(C)(CN(C)C)OC(=O)c1ccccc1 (centres undefined)	-7	0
C[C@H]1CN([C@@H](C)CO)C(=O)c2cc(NC(=O)Nc3ccc(C(F)(F)F)cc3)ccc2O[C@@H]1CN(C)Cc1ccncc1	nt	5
C[C@@H]1O[C@@H](O[C@@H]2[C@@H](O)[C@H](O)[C@@H](CO)O[C@H]2c2c(O)cc3oc(-c4ccc(O)cc4)cc(=O)c3c2O)[C@H](O)[C@H](O)[C@H]1O	-3	1
COc1ccc(NC(=O)Nc2ccc3c(c2)CC(=O)N([C@@H](C)CO)C[C@H](C)[C@H](CN(C)C(=O)Nc2ccc(OC)cc2)O3)cc1	nt	-1
NC(=O)CSc1ncn(-c2ccccc2)n1	-1	2
CC(C)CC#Cc1ccc2c(c1)O[C@@H](CN(C)C(=O)Nc1ccccc1)[C@H](C)CN([C@@H](C)CO)S2(=O)=O	-9	nt
C[C@@H]1CN([C@H](C)CO)C(=O)CCCn2cc(nn2)CO[C@H]1CN(C)C(=O)Nc1cccc2ccccc12	-16	2
Cc1c(NC(=O)CSc2nnc(-c3cccc(Cl)c3)o2)c(=O)n(-c2ccccc2)n1C	-7	-1
Cc1ccc(-c2csc3nc4c5ccccc5c(NCCCN5CCOCC5)nn4c(=O)c23)cc1	2	3
COc1ccc(NC(=O)N(C)C[C@H]2Oc3ccc(NC(=O)Nc4ccc(C(F)(F)F)cc4)cc3CC(=O)N([C@H](C)CO)C[C@H]2C)cc1	nt	-1
O=C(O)CCC(=O)Nc1ccc(Sc2ccc([N+](=O)[O-])cc2)cc1	2	-5
C[C@@H]1O[C@H]2Oc3c(-c4ccc(O)cc4)oc4cc(O)c(c(O)c4c3=O)-c3cc(ccc3O)/C=C\C(=O)OC[C@H]3O[C@@H](O[C@H]([C@H]1O)[C@H]2O)[C@H](O)[C@@H](O)[C@@H]3O	1	3
COc1ccc(S(=O)(=O)Nc2ccc3c(c2)C(=O)N([C@H](C)CO)C[C@H](C)[C@H](CN(C)C(=O)CCC(F)(F)F)OCCCC[C@@H](C)O3)cc1	nt	-1
C[C@@H]1CN([C@H](C)CO)C(=O)c2cc(NC(=O)c3ccncc3)ccc2O[C@@H]1CN(C)C	1	nt
COc1cc(CNC(=O)CCCC/C=C/C(C)C)ccc1O	-17&0	nt

Source: PubChem BioAssay (Broad Institute)

Some of the compounds tested; the hit share may differ from the screen's.
